UHRF1 MBD2 ctr – UHRF1 methylated DNA binding inhibitors, primary screen, counter-screen for MBD2 inhibitor project, biochemical, TR-FRET, human UHRF1, single concentration | E3 ubiquitin-protein ligase UHRF1 (Homo sapiens), Q96T88 | UHRF1 binding to methylated oligo | inhibition, % at 4.4 µM | 0.75% of 370,000 active; in the data active means inhibition above about 21%;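 further: UHRF1 SRA domain binding a hemimethylated CpG hairpin DNA probe; 0% = median of test compound wells and 100% = reference inhibitor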
GC-A act – GC-A stimulated cGMP production enhancers – HEK293 GC-A cells, cGMP TR-FRET, EC30 ANP, primary screen; 0.14% of 370,000 active; Atrial natriuretic peptide receptor 1 (Homo sapiens), P16066; 0% at EC30 ANP, 100% saturating ANP; AID 1671463, 2021; activation, % at 10 µM; in the data active means activation above about 40%
rCAG binder – binders of r(CAG) RNA repeats, primary screen, biochemical, fluorescence; r(CAG) RNA repeat, TO-PRO-1 dye displacement fluorescence; inhibition, % at 3 µM; 1.3% of 370,000 active;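 active means inhibition above the plate cutoff, the mean of all test compounds on that plate plus 3 SD, cut at about 35% in these data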;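 further: 0% = DMSO alone and 100% = 100 µM mitoxantrone as full dye displacement; higher means more dye released from RNA so lower well fluorescence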
mABHD4 FP – ABHD4 inhibitors, primary screen, biochemical, fluorescence polarization, mouse; purified mABHD4, FP-Rh probe fluorescence polarization; (Lyso)-N-acylphosphatidylethanolamine lipase (Mus musculus), Q8VD66; inhibition, % at 8.92 µM; AID 720543, 2013; 0.54% of 370,000 active;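 active means inhibition exceeding the mean over every tested compound plus 3 SD, cut at about 30% in these data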;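 further: 0% = plate median of compound wells and 100% = S159A mutant with DMSO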
Target sequence (Q8VD66 whole entry, looked up): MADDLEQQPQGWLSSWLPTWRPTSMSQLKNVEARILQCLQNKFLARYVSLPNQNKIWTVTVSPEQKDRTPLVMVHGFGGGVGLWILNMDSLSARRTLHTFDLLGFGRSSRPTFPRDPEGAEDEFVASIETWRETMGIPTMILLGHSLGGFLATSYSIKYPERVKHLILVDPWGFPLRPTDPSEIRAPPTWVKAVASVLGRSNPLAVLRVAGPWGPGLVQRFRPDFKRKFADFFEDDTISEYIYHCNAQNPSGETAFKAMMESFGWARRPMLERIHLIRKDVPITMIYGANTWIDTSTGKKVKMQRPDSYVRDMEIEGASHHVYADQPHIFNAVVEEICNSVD
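Test system: mouse ABHD4 enzyme, wild type. Reagent: FP-Rh fluorescent activity-based probe, added after compound pre-incubation. Timing: pre-incubation 45 min, probe exposure 60 min, at 25 °C. Technique: FP readout, ex 525 nm / em 598 nm. Benchmarks: high control S159A mutant with DMSO, low control median of compound wells.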
NPR2 activator – human GC-B receptor activators, primary screen, HEK293 GC-B cells, cGMP TR-FRET, EC30 CNP; Atrial natriuretic peptide receptor 2 (Homo sapiens), P20594; 0% at EC30 CNP, 100% saturating CNP; activation, % at 10 µM; 0.11% of 370,000 active;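 active means activation at 10 µM reaching about 35% in either raw or pattern-adjusted values, limit read from the data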
MBD2 DNA inh – inhibitors of MBD2 binding to methylated DNA, primary screen, biochemical, TR-FRET, DNA-binding domain, human | MBD2 binding to methylated oligonucleotide | inhibition, % at 4.4 µM | 0.31% of 370,000 active; in the data active means inhibition above about 13%
HTRA1 inhibitor – HTRA1 serine protease inhibitors, primary screen, biochemical, fluorescence polarization, HTS; 0.5% of 340,000 active; Q92743; recombinant HTRA1, FP-rhodamine activity-based probe; inhibition, % at 5.96 µM; AID 504803, 2011; in the data active means inhibition above about 36%;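 further: 0% = enzyme with DMSO and 100% = wells lacking enzyme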
SIAE inh – human SIAE inhibitors, primary screen, biochemical, fluorescence polarization, FP-Rh probe, 1536-well HTS; Sialate O-acetylesterase (Homo sapiens), Q9HAT2; SIAE FP-Rh probe binding; inhibition, % at 9.66 µM; 0.69% of 370,000 active; AID 1053197, 2014;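 active means inhibition above a cutoff: mean of compounds within the control limits plus 3 SD of those, cut at about 17% in these data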;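 further: 0% = plate median of compound wells and 100% = probe without SIAE protein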
Target sequence (Q9HAT2 whole entry, looked up): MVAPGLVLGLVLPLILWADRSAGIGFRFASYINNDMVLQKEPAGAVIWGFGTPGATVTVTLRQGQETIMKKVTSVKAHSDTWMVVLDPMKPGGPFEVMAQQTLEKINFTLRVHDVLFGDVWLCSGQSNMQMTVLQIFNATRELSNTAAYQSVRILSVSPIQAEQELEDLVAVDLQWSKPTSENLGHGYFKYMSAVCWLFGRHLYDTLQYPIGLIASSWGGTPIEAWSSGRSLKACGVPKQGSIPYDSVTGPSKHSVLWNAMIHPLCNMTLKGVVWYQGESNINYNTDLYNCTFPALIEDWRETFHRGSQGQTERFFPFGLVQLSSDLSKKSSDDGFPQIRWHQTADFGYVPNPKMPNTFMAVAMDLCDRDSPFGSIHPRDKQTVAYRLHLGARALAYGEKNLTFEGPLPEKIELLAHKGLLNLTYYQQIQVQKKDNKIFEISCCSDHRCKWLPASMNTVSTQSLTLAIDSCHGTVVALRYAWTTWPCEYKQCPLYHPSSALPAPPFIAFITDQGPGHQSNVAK
TCR-CD3 inh – inhibitors of human TCR-CD3 interaction, primary screen, biochemical, fluorescence, TAMRA-labeled TCR probe. inhibition, % at 9.4 µM. AID 651800, 2012. T-cell receptor (TCR). 0.37% of 360,000 active; in the data active means inhibition above about 19%;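 further: recombinant mutant TCR 2C K166C tagged with TAMRA read by polarization; 0% = receptor in buffer alone and 100% = receptor with positive control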
PRMT1 FP inh – PRMT1 methyltransferase inhibitors, primary screen, biochemical, fluorescence polarization; inhibition, % at 2.79 µM; 1.3% of 370,000 active; Protein arginine N-methyltransferase 1 (Homo sapiens), Q99873; recombinant PRMT1, activity-based probe fluorescence polarization; AID 652257, 2013;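 active means inhibition above about 21% made by adding two undisclosed values, limit read from the data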
Active calls of the source: *; . = no result given.

SMILES	UHRF1 MBD2 ctr	GC-A act	rCAG binder	mABHD4 FP	NPR2 activator	MBD2 DNA inh	HTRA1 inhibitor	SIAE inh	TCR-CD3 inh	PRMT1 FP inh
Cc1ccc(Cn2cc(CN3CC(N4CCCCC4)CS3(=O)=O)nn2)cc1 (stereo unspecified)	4	5	0	-2	3	-6	.	-2	-1	-5
O=c1c(CN2CCN(Cc3ccccc3)CC2)coc2ccc(Cl)cc12	-2	7	1	-2	1	-5	-4	1	2	0
CC(C)(C)C(=O)Nc1ccc(C(=O)CSc2nnc(C3CC3)n2C2CC2)cc1	-1	0	1	3	4	3	3	6	4	-3
O=C(CSc1cc(Cl)ccc1Cl)N/N=C/c1ccc[nH]1	0	-4	.	2	-1	-3	.	9	.	-8
N/C(=N\OC(=O)c1ccccc1F)c1ccc([N+](=O)[O-])cc1	0	1	0	3	0	3	1	-3	-4	-8
COc1ccc(-c2ccccc2)cc1NC(=O)[C@@H]1O[C@H](CO)[C@H](O)[C@H](O)[C@H]1O	2	4	1	3	0	6	.	-2	-2	4
COc1ccc(S(=O)(=O)N(C)C[C@H]2Oc3c(NC(=O)CCC(F)(F)F)cccc3C(=O)N([C@H](C)CO)C[C@@H]2C)cc1	-1	0	-2	-2	7	-5	0	2	0	2
Cc1ccc(S(=O)(=O)N2CCOC2CNC(=O)C(=O)NCCc2ccccc2)cc1 (stereo unspecified)	3	1	1	0	0	6	-5	-4	-6	2
CCC(/C=C1\Sc2ccc(OC)cc2N1CCO)=C\c1sc2ccc(OC)cc2[n+]1CCO	-15	4	9	-235	-1	-12	-153	-14	-125	70*
O=C(CN1c2cccc3cccc(c23)S1(=O)=O)NCc1ccccc1Cl	1	-3	4	9	-2	0	-17	1	-5	0
CS(=O)(=O)Nc1ccc(C(=O)Nc2cccc([N+](=O)[O-])c2)cc1	0	-1	3	4	-10	4	0	2	-2	2
COC(=O)CSc1nnc(-c2cccnc2)o1	1	-2	-2	3	-1	1	-1	-1	-3	1
COc1ccccc1NC(=O)CN1CCC(n2nnc3cc(F)ccc32)CC1	-2	-11	0	1	-2	-6	-8	1	5	-2
CCn1c(CNC(=O)COC)nc2ccccc21	3	2	1	6	2	7	3	1	-6	-1
O=C(Nc1ccc(Br)cc1)c1ccc(Br)c(S(=O)(=O)Nc2cccnc2)c1	-2	0	16	-16	1	0	-7	-11	2	-1
Cc1ccccc1NC(=O)c1ccc(NS(=O)(=O)c2cc(C(C)(C)C)cc(C)c2C)cc1	0	-5	11	-47	1	-1	-115	-22	-4	-4
NC(=O)c1cc(NC(=O)CCCc2nc3ccccc3s2)cc(C(N)=O)c1	3	0	-1	-6	3	1	-9	6	2	-3
Cc1cccc(C)c1NC(=O)C(c1cccs1)N(Cc1ccco1)C(=O)Cn1nnc2ccccc21 (stereo unspecified)	0	-6	14	3	-5	-1	-5	-1	-3	3
CCN(CC)c1ccc(C(=O)NNC(=O)CNC(=O)c2ccco2)cc1	0	0	-3	-1	-9	0	-3	3	-3	3
O=C(Nc1cccc2ccccc12)c1csc(COCCO)n1	2	1	-1	-4	3	3	.	1	-5	3
CC(C)Oc1ccc(C(=O)NC2(C(F)(F)F)N=C3SCCN3C2=O)cc1 (stereo unspecified)	-4	2	-1	-2	-3	1	4	0	0	-1
O=C(Cc1ccccc1C(=O)O)Nc1cccc2ccccc12	-1	-2	3	8	0	-3	3	8	1	7
Cc1cc(C(F)(F)F)nn1CC(=O)Nc1cccnc1	-1	0	1	-3	2	-1	-3	-1	3	-1
COc1ccc(-n2nnc3c(=O)n(CC(=O)N4CCCc5ccccc54)cnc32)cc1	6	-2	-1	-12	10	1	-3	-1	-6	7
c1ccc(-c2ccc(SCc3cccnc3)nn2)nc1	-1	-1	-3	-2	9	3	-2	-7	-9	-2

3 records picked at random from the list so far, as already listed:
SMILES	UHRF1 MBD2 ctr	GC-A act	rCAG binder	mABHD4 FP	NPR2 activator	MBD2 DNA inh	HTRA1 inhibitor	SIAE inh	TCR-CD3 inh	PRMT1 FP inh
Cc1ccc(Cn2cc(CN3CC(N4CCCCC4)CS3(=O)=O)nn2)cc1 (stereo unspecified)	4	5	0	-2	3	-6	.	-2	-1	-5
c1ccc(-c2ccc(SCc3cccnc3)nn2)nc1	-1	-1	-3	-2	9	3	-2	-7	-9	-2
COC(=O)CSc1nnc(-c2cccnc2)o1	1	-2	-2	3	-1	1	-1	-1	-3	1

The results go on:
SMILES	UHRF1 MBD2 ctr	GC-A act	rCAG binder	mABHD4 FP	NPR2 activator	MBD2 DNA inh	HTRA1 inhibitor	SIAE inh	TCR-CD3 inh	PRMT1 FP inh
Clc1ccc(-c2nnc(CSc3nnc(-c4cccs4)n3Cc3ccccc3)o2)cc1	-4	-10	-4	-3	-7	-5	-32	4	2	-4
CCOC(=O)NCN1C(=O)C2C3C=CC(C3)C2C1=O (stereo unspecified)	0	6	0	-1	-9	-1	3	-6	7	-1
Cc1cccc2cc(CN(Cc3ccccc3)C(=O)c3cccc(F)c3)c(Cl)nc12	-1	-6	-2	-7	-6	-2	-38	-2	-3	-3
CC(CCc1ccccc1)NC(=O)CC(C)c1ccccc1 (stereo unspecified)	0	-1	-6	-7	-4	2	1	-8	2	0
Cc1cc(OCC(=O)N(C)C2CCCCC2)ccc1Cl	1	0	-5	2	3	1	-8	3	4	-3
COc1cc(C(=O)Nc2ccccc2N2CCOCC2)ccc1OCC(=O)N1CCOCC1	2	-4	-5	1	-3	-1	-2	6	1	1
CCCCCCCCN1C(=O)[C@H](CC(=O)N2CCN(C(=O)c3ccco3)CC2)C[C@@]2(C(=O)OCC)CCCC=C12	-1	0	2	-6	0	-1	.	3	-4	-2
N#Cc1c2ccccc2nc2ccccc12	-4	-10	-2	1	-9	4	3	-3	-6	-3
COc1ccccc1N1CCN(C(=S)Nc2ccc3nc(N4CCOCC4)cc(C)c3c2)CC1	3	12	8	5	5	3	5	6	-2	3
Cc1cccc(N2CC(C(=O)Nc3nnc(SCCC4OCCO4)s3)CC2=O)c1 (stereo unspecified)	-2	-9	18	0	-9	0	-1	-6	-2	2
COc1ccc2oc(C(=O)OCC(=O)N(C)CC(=O)Nc3ccc(F)cc3)c(C)c2c1	0	-3	7	-2	-4	-1	-19	-2	-3	0
COc1ccccc1CNC(=O)COC(=O)Cc1ccc(Cl)cc1	-3	-3	-5	-2	11	-1	1	10	6	-3
Cn1c(=O)c2cc(S(=O)(=O)NCCC(=O)NCCc3ccc(Cl)cc3)ccc2n(C)c1=O	1	0	1	-7	-3	-1	5	1	0	-5
Cc1ccc(CN2CCC(N3CC(C)OC(C)C3)CC2)cc1 (stereo unspecified)	0	1	-2	17	4	-5	6	-1	1	0
CCOc1ccc(NC(=S)NCCCN2CCOCC2)cc1	0	1	2	-1	3	1	4	2	6	0
C/C(=N\Nc1ncc(Cl)cc1Cl)c1ccc(N2CCOCC2)cc1	-1	-1	-1	11	-3	5	4	7	-1	3
CNc1cc(-c2ccc(OC)nc2)ncn1	1	4	0	4	1	2	.	4	-7	2
Cc1cc(C(=O)CCC(=O)Nc2cccc(F)c2)c(C)s1	0	-1	2	3	-5	2	-20	1	-8	1
N#C/C(=C\c1ccc(F)c(F)c1)C(=O)NC1CCCCC1	-3	1	0	2	-1	-1	7	6	8	2
Cc1nc(N2CCOCC2)c2oc3ccccc3c2n1	-2	9	7	1	0	-10	3	4	9	-2
CCCCC/C(=N\NC(=O)Nc1ccccc1)c1ccccc1	2	-1	-2	4	-4	1	-13	2	-4	7
CCc1ccc(C(=O)NNC(=O)c2ccc(OCC(=O)N3CCOCC3)c(OC)c2)cc1	6	-1	1	5	5	-4	5	-6	-3	-1
Cc1cccc(NC(=O)c2sc(Cl)nc2-c2ccccc2)c1	-3	11	3	-5	0	-3	-39	-10	3	-2
Cc1nc([N+](=O)[O-])cn1Cc1cccc([N+](=O)[O-])c1	0	0	-2	1	1	4	4	-7	2	1
COc1cc(/C=C/C(=O)C2C(=O)C=C(C)OC2=O)cc(OC)c1O (stereo unspecified)	-7	-2	16	-3	-1	0	-4	0	-5	13

The listing continues:
SMILES	UHRF1 MBD2 ctr	GC-A act	rCAG binder	mABHD4 FP	NPR2 activator	MBD2 DNA inh	HTRA1 inhibitor	SIAE inh	TCR-CD3 inh	PRMT1 FP inh
Cc1cc(NC(=O)CCS(=O)(=O)c2nc(-c3ccccc3)cc(C(F)(F)F)n2)no1	8	24	-4	-1	5	7	-20	-1	-2	0
CCCCn1c(N)c(N(CC)C(=O)c2cccc(C)c2)c(=O)[nH]c1=O	-2	5	8	-3	4	-1	-4	5	-1	-5
COC(=O)c1ccccc1NC(=O)CSc1nnc(-c2cccc(NC(C)=O)c2)n1C	-2	1	0	2	-1	-4	-2	2	5	-2
O=C(c1c(F)cccc1F)N1CCC(O)(c2ccc(F)cc2)CC1	7	5	-5	4	4	0	4	-3	-6	0
Cn1c(=O)cc(OCCCC(=O)NCCCN2CCN(Cc3ccccc3)CC2)c2ccccc21	4	-5	-7	1	2	3	0	-4	-10	-1
CCn1c(CSCc2ccc(Cl)cc2)n[nH]c1=S	3	-4	-3	-1	-8	0	-4	2	4	0
COC(=O)C1=C(O)CSC1=Nc1cccc(C(F)(F)F)c1	-1	2	0	0	0	2	-6	2	6	3
CCOC(=O)c1c(C)n(-c2ccc(C)cc2)c2c(CC(C)=O)c(Br)c(OC)c(O)c12	5	-2	5	5	-8	0	-5	-2	3	-3
CSc1nc(Cl)cc(N(CCO)CCO)n1	0	0	6	7	3	1	1	0	3	1
O=C(c1ccc([N+](=O)[O-])cc1)N1CCSC1c1cccc(Cl)c1 (stereo unspecified)	0	-7	-5	-2	-3	0	-2	0	4	0
CCC1=C(OC(=O)N(CC)CC)N2C(=O)OC(=NCCc3c[nH]c4ccccc34)[C@]2(Cc2ccccc2)[C@H]2C1=CC[C@H]1C(=O)N(CC(=O)OC)C(=O)[C@H]12	-3	1	4	-1	-1	-2	-9	11	5	-3
CSC(=NC#N)N1CCN(c2c(C)cccc2C)CC1	2	-1	-5	-2	1	4	-8	1	-5	-4
Cc1cc(C)n(CCc2nc(-c3ccc(C(C)(C)C)cc3)cs2)n1	3	2	2	-18	-7	-2	-15	1	-9	0
O=C(NC(=S)Nc1cccnc1)c1cccc(Cl)c1	-3	-2	0	5	2	2	-2	5	3	2
CC(=O)c1cccc(NC(=O)CC2S/C(=N/N=C3CCCCCC3)NC2=O)c1 (stereo unspecified)	-1	3	14	-26	-8	0	-17	-5	0	2
Cc1cnc(CNC(=O)c2ccc3nc([C@@H]4O[C@H](CO)[C@H](O)[C@H](O)[C@H]4O)[nH]c3c2)cn1	0	3	0	1	1	-7	.	-5	-4	-3
O=C1CC(Nc2ccc(N3CCOCC3)cc2)C(=O)N1C1CCCCC1 (stereo unspecified)	-1	-1	7	28	-3	-6	20	8	6	7
N#Cc1ccc(CSc2ncnc3c2cnn3Cc2ccccc2)cc1	2	-5	0	-4	4	1	-7	-9	-7	3
CCOC(=O)c1cnc2c3c(noc13)CCC2	1	2	-1	0	-9	7	.	6	-8	1

Screening results from PubChem BioAssay.

An excerpt (hit frequency here may not be typical).
